hERG WT inh = inhibitors of human wildtype KCNH2 potassium channel; Q12809; 0.37% of 340,000 active; U2OS, BacMam KCNH2, thallium flux FluxOr; hits give low values; activity change, % at 1.84 µM;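 active means maximum activity change below -70%; inconclusive means maximum activity change between -70% and -50%; inactive means maximum activity change above -50%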
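U2OS cells were transduced with wild-type KCNH2 virus (2.03 x 10^8 / mL) for 4 h at room temperature, then cultured overnight at 37 C. Thallium flux was read with FluxOr dye. Rate constants were normalized to DMSO controls.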
B2AR arrestin = agonists driving beta-arrestin recruitment to human beta2-adrenergic receptor | 0.02% of 330,000 active | Potency, µM (series often up to 46.1 µM), for inactives: at the top dose activation, usual class: activators | P07550 | beta-arrestin recruitment to beta2AR, cell-based reporter | AID 492947;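 further: potency means the concentration at half of the fitted maximal effect; 0% = DMSO controls and full agonism = EC100 isoproterenol or metaproterenol; nearly all actives have a fitted effect of over 65% in size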
Chronic BCR inh = inhibitors of chronic active B-cell receptor signaling; ABC-DLBCL IkBa-CBG/CBR reporter, luminescence ratio, 4 h; Potency, µM (doses to about 46.1 µM), inactives show top-dose ratio change, negative = lower green/red ratio, actives largely listed as inhibitors; 0.05% of 340,000 active; active means well fitted inhibition curve with a large enough effect in the signal ratio, with a control signal flat, not every such curve was filed as active; inconclusive means small, poorly fitted or top-dose-only effect, or effect the other way, or a change in a side signal; the % refers to the signal ratio;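 further: potency means the concentration at half of the fitted maximal effect; plate controls were basal doxycycline-induced cells for no effect and cells given 10 µM MG132 for full effect; MG132 reads +100%, hits lower the ratio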
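Doxycycline induced both beetle luciferases in TMD8 lymphoma cells; IKK-driven degradation limits the IkappaBalpha-fused green signal, while red luminescence normalises for cell number and nonspecific effects. Compounds tested up to 46 uM, 4 hrs.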
Giardia killer = kills Giardia lamblia | activity change, % at 7.66 µM, hits read low | AID 540267 | 0.15% of 340,000 active | Giardia lamblia trophozoite viability; in the data active means activity change below about -80%; inconclusive means between about -30% and that limit;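 further: parasites exposed to compound for two days anaerobically before the ATP read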
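Killing of trophozoites was scored by loss of ATP luminescence after a 48 hrs anaerobic exposure to compounds at 37 deg C, using 100 cells per well.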
USP2a inh = blocks human ubiquitin-specific protease USP2a | O75604 | USP2 core, Ub-CHOP2 coupled fluorogenic reporter, 485/531 | Potency, µM (highest dose often 38.3 µM), without a hit: at the top dose activity change, negative = inhibition, hits mostly inhibitors | 0.01% of 330,000 active | AID 463254;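 further: potency means the concentration at half of the fitted maximal effect; plate controls were DMSO wells for no effect and full inhibition by NEM control for full effect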
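USP2 core (10nM final) preincubated 30min RT with compound in 20mM Tris-HCl pH 8.0, 2mM CaCl2, 2mM beta-mercaptoethanol, 0.05% CHAPS; 25nM Ub-CHOP2 plus 25nM reporter substrate added, fluorescence (Ex485/Em531) read after 60min.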
KCNH2 3.1 inh = blocks the human KCNH2 3.1 channel isoform. U2OS KCNH2 3.1, thallium flux FluxOr; hits give low values. activity change, % (tested at about 1.8 µM). 0.95% of 340,000 active;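 active means maximum activity change below -70%; inconclusive means maximum activity change from -70% to -50%; inactive means maximum activity change above -50%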;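 further: thallium influx rate constant from kinetic fluorescence after stimulation buffer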
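FluxOr-based Tl+ influx in U2OS cells transduced with KCNH2 3.1 virus; rate constants normalized to DMSO controls.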
GALK inhibitor = inhibitors of human galactokinase; P51570; Purified GALK, Kinase-Glo residual ATP luminescence; Potency, µM (highest dose often 57.5 µM), inactives show top-dose activity change, negative = inhibition, actives largely listed as inhibitors; 0.007% of 270,000 active; AID 1868; further: potency means the concentration at half of the fitted maximal effect
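Kinase-Glo Plus luminescence measured ATP left after a 1 h room-temperature reaction. The reaction used 5 nM GALK, 100 uM galactose and 35 uM ATP at pH 8.0 (20 mM HEPES, 5 mM MgCl2, 60 mM NaCl, 1 mM DTT, 0.01% BSA).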
FBPA coupling cs = coupling enzyme interference in Giardia aldolase counter-screen. coupling enzyme system counterscreen, AmpLite Red fluorescence. 0.67% of 290,000 active. AID 2472. activity change, negative = inhibition, % at 58.2 µM, hits read low; in the data active means activity change below about -30%
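Fluorescence at 525 nm excitation and 598 nm emission measured inhibition of the coupled detection system without aldolase. Compounds (at 57.5 uM final) were preincubated 10 min at room temperature with coupling enzyme reagent before a 20 min substrate/AmpLite Red step.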
Eya2 inh = Eya2 (human) phosphatase inhibition; O00167; recombinant Eya2, OMFP fluorescence dephosphorylation (OMFP is methylfluorescein phosphate); Potency, µM (top dose mostly 76.9 µM), inactives show at the highest dose activity, negative = inhibition, most hits filed as inhibitors; 0.006% of 330,000 active; further: potency means the concentration at half of the fitted maximal effect
Target sequence (O00167 whole entry, looked up): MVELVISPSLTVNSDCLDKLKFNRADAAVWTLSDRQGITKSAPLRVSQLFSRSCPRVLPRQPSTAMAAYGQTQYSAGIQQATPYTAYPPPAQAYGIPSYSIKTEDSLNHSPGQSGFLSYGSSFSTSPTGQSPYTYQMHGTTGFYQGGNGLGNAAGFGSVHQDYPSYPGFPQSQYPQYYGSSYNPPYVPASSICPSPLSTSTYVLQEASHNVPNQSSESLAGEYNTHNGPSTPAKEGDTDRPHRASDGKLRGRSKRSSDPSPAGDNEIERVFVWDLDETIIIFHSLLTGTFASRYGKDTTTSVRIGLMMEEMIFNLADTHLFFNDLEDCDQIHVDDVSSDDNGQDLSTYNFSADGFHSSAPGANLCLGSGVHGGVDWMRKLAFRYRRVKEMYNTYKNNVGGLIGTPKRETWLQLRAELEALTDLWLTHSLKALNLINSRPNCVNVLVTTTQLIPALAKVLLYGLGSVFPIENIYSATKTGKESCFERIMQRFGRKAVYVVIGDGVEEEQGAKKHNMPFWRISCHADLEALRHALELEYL
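Eya2 (0.2 uM) preincubated 10 min at ambient with compound, then OMFP substrate added at 50 uM; 10 min reaction in 50 mM HEPES pH 7.5, 50 mM NaCl, 5 uM MgCl2, 0.05% BSA, 1 mM DTT. Fluorescence read at Ex 485/Em 525 nm.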
uPA generation = cell surface uPA generation inhibition | cell surface uPA generation assay, qHTS | Potency, µM (series often up to 38.3 µM), for the others: at the top dose activity change, negative = inhibition, usual class: inhibitors | 0.31% of 330,000 active; active means well fitted inhibition curve with a large enough effect; inconclusive means small, poorly fitted or top-dose-only effect; inactive means no such curve, though single readings can be large or run the other way; tested in mouse RAW 264.7 cells; further: potency means the concentration at half of the fitted maximal effect; nearly all actives have a fitted effect of over 55% in size
PKM2 act = increases activity of human pyruvate kinase M2 | purified PKM2, Kinase-Glo ATP luminescence, activation; response scale: 0% is enzyme alone, no compound | Potency, µM (top dose mostly 57.5 µM), for the others: at the highest dose activation, hits mostly activators | 0.34% of 260,000 active; further: potency means the concentration at half of the fitted maximal effect; nearly all actives have a fitted effect of over 55% in size
Target sequence (P14618 whole entry, looked up): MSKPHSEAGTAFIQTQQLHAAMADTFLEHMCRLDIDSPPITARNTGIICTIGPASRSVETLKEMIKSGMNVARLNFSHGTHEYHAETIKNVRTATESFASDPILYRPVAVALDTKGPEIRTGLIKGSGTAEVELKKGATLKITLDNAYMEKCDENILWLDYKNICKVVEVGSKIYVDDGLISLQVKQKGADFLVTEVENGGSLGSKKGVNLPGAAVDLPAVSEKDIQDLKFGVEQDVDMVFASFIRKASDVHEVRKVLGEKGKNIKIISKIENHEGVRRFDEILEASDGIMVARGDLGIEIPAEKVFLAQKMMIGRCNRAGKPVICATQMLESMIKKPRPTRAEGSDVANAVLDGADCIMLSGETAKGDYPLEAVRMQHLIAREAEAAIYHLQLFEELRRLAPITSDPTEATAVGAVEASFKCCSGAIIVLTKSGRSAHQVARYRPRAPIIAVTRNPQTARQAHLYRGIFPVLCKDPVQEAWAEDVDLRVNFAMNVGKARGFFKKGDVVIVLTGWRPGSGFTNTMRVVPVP
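hPK-M2, >95% pure; 0.1 mM ADP / 0.5 mM PEP final; imidazole pH7.2 buffer w/ 7 mM MgCl2, 50 mM KCl; 1 h RT; Kinase-Glo lum. Intermediate enzyme activity for dual inhibitor/activator qHTS.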
Numbers without * were called inactive; ? = inconclusive; · = not tested or not shown. Unless noted, the call rests on the fitted dose curve; in most records, active means well fitted curve in the direction sought with a large enough effect; inconclusive means small, poorly fitted or top-dose-only effect, or another doubt; inactive means no such curve, though single readings can be large; an effect the other way counts as inactive or inconclusive. Unless noted, on the % scale 0 is the no-effect control and ±100 the full control effect.

SMILES | hERG WT inh | B2AR arrestin | Chronic BCR inh | Giardia killer | USP2a inh | KCNH2 3.1 inh | GALK inhibitor | FBPA coupling cs | Eya2 inh | uPA generation | PKM2 act
CCOC(=O)N1CCN(S(=O)(=O)c2c[nH]c(C(=O)OC)c2)CC1 | 3 | 0.5% | 1% | -10 | 2% | -7 | 0% | 4 | -2% | -7% | 25%
CC1(C)CC(=O)C(C=NCCN2CCN(C3CC(=O)N(c4ccc(Cl)c(Cl)c4)C3=O)CC2)=C(O)C1 (stereo not given) | 8 | -0.3% | -5% | 17 | 0% | 7 | -2% | 0 | 4% | -6% | -1%
CCOc1ccc2c(c1)nc(SCC(=O)c1ccc(Br)s1)n2C | 0 | -0.2% | 0% | -19 | 0% | -10 | -3% | -1 | -15% | · | 18%
NS(=O)(=O)c1ccc(NC(=O)c2ccc(CSc3ccccc3)o2)cc1 | 6 | -0.8% | 1% | -11 | 0% | 7 | 5% | 1 | 13% | 5% | -6%
Cc1ccc(C)c(-n2c(SCC(=O)N3CCC(C(=O)O)CC3)nnc2-c2cccc(Cl)c2)c1 | 14 | 0.1% | 1% | -11 | -2% | -8 | 0% | 0 | 4% | 8% | 0%
CCN(CC)CCCNc1nc2cc(OC)c(OC)cc2c2nc(-c3ccccc3)nn12 | -31 | 0.0% | ? | -13 | -2% | 4 | -3% | -4 | 0% | -2% | 0%
Cn1nnnc1SCC(=O)Nc1ccc(S(=O)(=O)N2CCOCC2)cc1 | -4 | -0.9% | -1% | 5 | -2% | -22 | -1% | 0 | -11% | -1% | 1%
CCCCNC(=O)COC(=O)c1ccccc1F | -131* | 0.0% | -1% | -8 | 0% | 9 | -2% | 0 | 4% | 0% | -1%
COc1ccc2nc(SCC(=O)Nc3cc(C)on3)[nH]c2c1 | -7 | -1.0% | 3% | -12 | 7% | 6 | 1% | 1 | 5% | · | 5%
CCCCCN(C(=O)CCC(=O)OC(C)C(=O)c1ccccc1)c1c(N)n(CCCC)c(=O)[nH]c1=O (stereo not given) | -7 | 4.6% | 6% | -13 | 0% | -1 | · | · | -18% | 12% | ·
Cn1c(CSc2ncccn2)nnc1SCC(=O)N1CCCc2ccccc21 | -8 | -0.1% | 2% | 12 | 0% | -3 | 2% | -1 | 8% | · | 1%
COc1ccc2c(c1OC)C(=O)OC2Nc1nc(-c2cc3cc(Br)ccc3oc2=O)cs1 (stereo not given) | -19 | -1.0% | 12% | 0 | -2% | -7 | -24% | 2 | -1% | -1% | -15%
COC(=O)c1ccc(COC(=O)C(CCSC)NC(=O)COc2ccccc2)cc1 (stereo not given) | 20 | -0.8% | -1% | -1 | -2% | 1 | 2% | · | 1% | -4% | -20%
COCCCNC(=O)CC1C[C@H](C(=O)N2CCCCC2)[C@@]2(C)c3[nH]c4ccccc4c3CCN2C1=O (stereo not given in full) | -18 | -0.7% | 0% | 4 | 3% | -7 | · | · | -15% | ? | ·
COc1cc(-c2ccc3oc(-c4cccc(C)c4)c(C#CC4(O)CCCCC4)c3c2)cc(OC)c1OC | 1 | 0.1% | ? | -18 | 2% | 4 | · | · | 1% | 12% | ·
N#Cc1ccc(NCC(=O)N2CCN(S(=O)(=O)c3ccccc3)CC2)cc1 | 1 | -0.2% | -1% | -8 | -6% | -3 | · | · | -11% | -10% | ·
CCn1c(C)nc2cc(C(=O)NNS(=O)(=O)c3ccccc3F)ccc21 | 6 | -0.5% | ? | 3 | 2% | 2 | -2% | 0 | 8% | 0% | -4%
CCSc1nc2sc3c(c2c2[n+]1CC(CBr)O2)CCCC3 (stereo not given) | 6 | -1.4% | 4% | 1 | 3% | 18 | -5% | 4 | 9% | -9% | 21%
CNc1cc(CSC)nc(SCc2ccc(Cl)cc2Cl)n1 | -11 | -0.1% | 9% | 9 | -1% | -5 | 5% | -2 | -25% | 1% | -10%
CCN(CC)c1ccc(C(=O)OCC(=O)c2ccco2)cc1 | 29 | -0.2% | 1% | -10 | 0% | -5 | 2% | 1 | 20% | -7% | -3%

No new results follow: an excerpt of the list.
SMILES | hERG WT inh | B2AR arrestin | Chronic BCR inh | Giardia killer | USP2a inh | KCNH2 3.1 inh | GALK inhibitor | FBPA coupling cs | Eya2 inh | uPA generation | PKM2 act
CCOC(=O)N1CCN(S(=O)(=O)c2c[nH]c(C(=O)OC)c2)CC1 | 3 | 0.5% | 1% | -10 | 2% | -7 | 0% | 4 | -2% | -7% | 25%
CC1(C)CC(=O)C(C=NCCN2CCN(C3CC(=O)N(c4ccc(Cl)c(Cl)c4)C3=O)CC2)=C(O)C1 (stereo not given) | 8 | -0.3% | -5% | 17 | 0% | 7 | -2% | 0 | 4% | -6% | -1%
CCOc1ccc2c(c1)nc(SCC(=O)c1ccc(Br)s1)n2C | 0 | -0.2% | 0% | -19 | 0% | -10 | -3% | -1 | -15% | · | 18%
NS(=O)(=O)c1ccc(NC(=O)c2ccc(CSc3ccccc3)o2)cc1 | 6 | -0.8% | 1% | -11 | 0% | 7 | 5% | 1 | 13% | 5% | -6%
Cc1ccc(C)c(-n2c(SCC(=O)N3CCC(C(=O)O)CC3)nnc2-c2cccc(Cl)c2)c1 | 14 | 0.1% | 1% | -11 | -2% | -8 | 0% | 0 | 4% | 8% | 0%
CCN(CC)CCCNc1nc2cc(OC)c(OC)cc2c2nc(-c3ccccc3)nn12 | -31 | 0.0% | ? | -13 | -2% | 4 | -3% | -4 | 0% | -2% | 0%
Cn1nnnc1SCC(=O)Nc1ccc(S(=O)(=O)N2CCOCC2)cc1 | -4 | -0.9% | -1% | 5 | -2% | -22 | -1% | 0 | -11% | -1% | 1%

New compounds follow
SMILES | hERG WT inh | B2AR arrestin | Chronic BCR inh | Giardia killer | USP2a inh | KCNH2 3.1 inh | GALK inhibitor | FBPA coupling cs | Eya2 inh | uPA generation | PKM2 act
CC(C)CC(=O)N1CCN(Cc2cccc(Cl)c2)CC1 | 11 | -0.4% | 2% | 2 | 1% | -17 | -5% | 3 | 1% | -8% | 0%
NCC(=O)NNC(=O)OCC1c2ccccc2-c2ccccc21 | 4 | -0.5% | 1% | -8 | -1% | 16 | -3% | -3 | 14% | -1% | -1%
CCOc1ccc(NC(=O)CN(C)C(=O)c2csc3c2CCCC3)cc1OCC | 6 | -1.0% | 0% | -12 | 2% | 16 | · | · | 9% | 0% | ·
Cc1cc(C)cc(N=C(NO)c2cccc([N+](=O)[O-])c2)c1 | -9 | 0.3% | 1% | -30 | 2% | 13 | 0% | -13 | -24% | 2% | 0%
CC(=O)c1ccc(NC(=O)/C(=C\c2ccco2)NC(=O)c2ccco2)cc1 | -3 | -0.7% | -7% | -19 | 1% | -5 | 0% | 0 | 4% | 0% | 8%
Cc1ccc(OCC(=O)NC2CCCc3ccccc32)c(C)c1 (stereo not given) | 0 | -0.7% | 11% | 10 | 1% | -23 | -2% | 0 | -3% | 5% | -10%
O=C(CN1CCN(Cc2ccccc2F)C1=O)NC1CCCC1 | 8 | 0.0% | 8% | -10 | 3% | -3 | 0% | 1 | 13% | 1% | -5%
OCC1(Cc2cccc(F)c2)CCN(Cc2cccc3nccnc23)CC1 | 13 | -0.8% | -2% | -19 | -2% | -23 | 2% | 3 | 7% | -4% | -2%
Cc1[nH]nc2c1C1(CCN(C(=O)OCc3ccccc3)CC1)C(C#N)=C(N)O2 | -5 | 0.3% | ? | 6 | 4% | -1 | -4% | -1 | 13% | 2% | -3%
CCn1c(=O)c2cc(C(=O)N3CCN(C(=O)c4ccco4)CC3)sc2c2ccccc21 | · | -0.4% | -1% | · | -1% | · | 2% | -1 | -2% | · | ?
COc1ccc(N(C(=O)c2cnccn2)C(C(=O)NC2CCCCC2)c2cc(OC)c(OC)c(OC)c2)cc1 (stereo not given) | 0 | 3.7% | -5% | 10 | 3% | 1 | 12% | 0 | -2% | 1% | ·
CC(Sc1ncccn1)C(=O)Nc1ccc2c(c1)OCCO2 (stereo not given) | -8 | -0.3% | -23% | -3 | 0% | -1 | · | · | -27% | 3% | ·
COc1cc(/C=N/n2c(-c3ccccc3)n[nH]c2=S)cc(OC)c1O | -16 | 0.3% | 11% | -13 | 0% | 1 | -2% | 0 | -5% | -3% | 2%
CCOc1cc2c3c(c1)C(C)CC(C)(C)N3C(=O)C2=O (stereo not given) | 1 | 0.3% | -15% | -4 | 1% | 13 | -1% | -1 | 16% | 1% | -4%
Cc1ccccc1NC(=O)/C(C#N)=C/c1ccc(-c2ccc(Cl)c(C(=O)O)c2)o1 | 2 | -1.2% | 8% | -2 | 29% | 15 | -9% | 2 | 5% | 1% | 4%
CC(=O)c1ccc(N2CCN(C3CCC(C(C)(C)C)CC3)CC2)cc1 (stereo not given) | 1 | -0.8% | 5% | -6 | -2% | 1 | 0% | 0 | 3% | -2% | -1%
